# FUS yeast rescue – suppressors of FUS proteinopathy in yeast; Potency, µM (highest dose often 76.6 µM), for the others: at the top dose growth rescue (activation), actives largely listed as activators; S. cerevisiae FUS-expressing, growth rescue, OD600, 24 h; actives 0.24% (n = 390,000);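 further: plate controls were DMSO vehicle for no effect and reference control for full effect; nearly all actives have a fitted effect of over 55% in size; some results filed as inactive show a strong effect at the top dose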
#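 Yeast FUS proteinopathy model; galactose-induced FUS (2%), starting OD 0.005. Cpds in dilution series, 24hr, 30C, 99% humidity. Abs 600 nm growth. Pos ctrl CP55940 (top 92uM final); neg ctrl DMSO.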
# aSyn yeast inh – alpha-synuclein toxicity inhibition in yeast; actives 0.14% (n = 370,000); Potency, µM (highest dose often 46.1 µM), for inactives: at the highest dose growth rescue (activation), hits mostly activators; AID 652106; Yeast expressing alpha-synuclein, growth rescue, BacTiter-Glo, 24 h; further: % of control where 0% means no effect; nearly all actives have a fitted effect of over 65% in size
#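 Screening used galactose-induced yeast with toxic alpha-synuclein levels, exposed to compound for 24 hr at 30 deg C. Cell growth, read with BacTiter-Glo luminescence, gave the measured signal.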
# TDP43 rescue – inhibitors of TDP-43 toxicity in yeast; TDP-43 expressing yeast growth rescue, BacTiter-Glo, 24 h; Potency, µM (series often up to 46.1 µM), without a hit: top-dose growth rescue (activation), actives largely listed as activators; actives 1.8% (n = 410,000); AID 652104; further: % of control where 0% means no effect; nearly all actives have a fitted effect of over 50% in size
#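 Galactose-induced TDP-43 yeast, OD600=0.02, compound pinned; 24 hr, 30 deg C; BacTiter-Glo luminescence for growth. Inhibitors of TDP-43 toxicity read as activators.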
# PTHR1 agonist – PTHR1 (human) receptor agonism | Potency, µM (series often up to 115 µM), for the others: at the highest dose activation, usual class: activators | HEK293 GP2 PTHR1 cells, GloSensor cAMP luminescence, 1 h | actives 0.075% (n = 410,000) | AID 743266 | Q03431; further: nearly all actives have a fitted effect of over 55% in size; some results filed as inactive show a strong effect at the top dose; inactives centre near -15; many of its hits are not listed in these tables
#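 HEK-293-derived GP2 cells expressing PTHR1 and a GloSensor cAMP reporter, 3,000/well, plated overnight, given luciferin plus IBMX (each 0.5 mM as added) for 1 h at 37 °C, then compound for 1 h at 37 °C. Luminescence was read after 15 min at room temperature.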
# EPAC1 antagonist – blocks human EPAC1 exchange factor | O95398 | EPAC1 GEF assay, Rap1b-BODIPY-GDP exchange fluorescence | Potency, µM (highest dose often 115 µM), inactives show at the top dose activity change, negative = inhibition, actives largely listed as inhibitors | actives 0.14% (n = 360,000);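 further: plate controls were vehicle for no effect and positive control for full effect; nearly all actives have a fitted effect of over 50% in size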
# EPAC1 ag – activates human EPAC1 exchange factor. AID 720707. EPAC1 agonist qHTS, biochemical assay; response scale: 100% = response to 6.5 mM cAMP. Potency, µM (highest dose often 154 µM), for inactives: top-dose activation, most hits filed as activators. actives 0.073% (n = 360,000); further: nearly all actives have a fitted effect of over 60% in size
#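 Nucleotide exchange assay: 100 nM EPAC1 with 250 nM Rap1B loaded with BODIPY-GDP and 50 uM GDP, room temperature. Fluorescence (480/540 nm) read every 5 min for 30 min; signal change normalized to 6.5 mM cAMP as full agonist.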
# EPAC2 ag – agonists of human EPAC2 (RAPGEF4) | EPAC2 activation, biochemical qHTS; response scale: 100% = 6.5 mM cAMP response | Potency, µM (top dose mostly 154 µM), for the others: at the top dose activation, usual class: activators | actives 0.079% (n = 360,000) | AID 720711; further: nearly all actives have a fitted effect of over 50% in size
# Target sequence (Q8WZA2 whole entry, looked up): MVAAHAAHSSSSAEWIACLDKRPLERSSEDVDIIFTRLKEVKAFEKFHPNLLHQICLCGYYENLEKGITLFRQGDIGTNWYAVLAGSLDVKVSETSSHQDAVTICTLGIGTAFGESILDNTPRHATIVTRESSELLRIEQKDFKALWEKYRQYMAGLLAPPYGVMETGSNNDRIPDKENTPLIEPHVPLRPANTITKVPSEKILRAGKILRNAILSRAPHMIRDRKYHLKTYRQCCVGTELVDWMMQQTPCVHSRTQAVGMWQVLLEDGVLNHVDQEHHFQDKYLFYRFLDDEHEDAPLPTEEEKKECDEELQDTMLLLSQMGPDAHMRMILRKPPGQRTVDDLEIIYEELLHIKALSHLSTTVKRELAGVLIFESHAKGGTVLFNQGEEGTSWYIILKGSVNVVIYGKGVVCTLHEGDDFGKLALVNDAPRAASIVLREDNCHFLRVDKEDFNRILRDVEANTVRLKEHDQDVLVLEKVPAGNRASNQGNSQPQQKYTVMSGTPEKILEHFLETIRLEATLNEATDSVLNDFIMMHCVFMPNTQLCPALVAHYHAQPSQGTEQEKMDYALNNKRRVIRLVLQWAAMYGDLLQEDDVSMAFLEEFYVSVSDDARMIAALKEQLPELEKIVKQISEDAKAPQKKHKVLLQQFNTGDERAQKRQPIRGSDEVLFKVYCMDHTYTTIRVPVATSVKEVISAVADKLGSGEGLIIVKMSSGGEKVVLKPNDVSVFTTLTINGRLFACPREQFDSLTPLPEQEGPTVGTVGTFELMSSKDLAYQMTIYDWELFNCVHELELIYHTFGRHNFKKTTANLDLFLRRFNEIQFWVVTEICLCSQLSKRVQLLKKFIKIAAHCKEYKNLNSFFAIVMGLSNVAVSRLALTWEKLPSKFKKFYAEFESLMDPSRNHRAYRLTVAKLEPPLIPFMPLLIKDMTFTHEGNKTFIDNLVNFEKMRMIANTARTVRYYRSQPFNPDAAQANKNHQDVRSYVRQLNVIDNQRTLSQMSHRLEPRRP
#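 Readout is BODIPY fluorescence (480 nm excitation, 540 nm emission), which falls as labeled GDP is exchanged off Rap1B. EPAC2 at 100 nM acted on 250 nM RAP1B-BODIPY-GDP with 50 uM GDP present.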
# EPAC2 antagonist – EPAC2 (human) antagonism; Q8WZA2; EPAC2 GEF exchange of Rap1B-BODIPY-GDP, fluorescence; Potency, µM (series often up to 114 µM), for inactives: at the highest dose activity, negative = inhibition, actives largely listed as inhibitors; actives 0.18% (n = 360,000); AID 720708; further: on the % scale 0 is the no-effect control and ±100 the full control effect; nearly all actives have a fitted effect of over 45% in size; many of its hits are not listed in these tables
# The depositor's hits bear a star; i = inactive; ? = inconclusive; . = no result given; [ ] = another dose, or the depositor's remark. The call rests on the fitted dose curve; in most records, active means well fitted curve in the direction sought with a large enough effect; inconclusive means small, poorly fitted or top-dose-only effect, or another doubt; inactive means no such curve, though single readings can be large; an effect the other way counts as inactive or inconclusive. Potency means the concentration at half of the fitted maximal effect. A portion of the library, so the mix of outcomes need not match the whole.
SMILES | EPAC2 antagonist | PTHR1 agonist | EPAC1 antagonist | TDP43 rescue | EPAC1 ag | EPAC2 ag | FUS yeast rescue | aSyn yeast inh
CC(C)CSC1=NSC2=NC(=O)/C(=C\c3coc4ccccc4c3=O)C(=N)N12 | 4% | -36%[inhibitor] | 54%[activator] | -8%[0.397 µM] | 162% | ? | 4% | -26%
Nc1nnc(-c2cccnc2)s1 | 9% | i | 13% | 0% | 6% | 4% | 0% | 7%
Cc1cccc(NC(=O)CCC(=O)Nc2nnc(C(F)(F)F)s2)c1 | -6% | -15% | 5% | -25% | 2% | 3% | 12% | 10%
COC/C=C/C1=CC2=CC(=O)C(C)(OC(=O)c3cnc4ccccc4n3)C(=O)C2=CN1C(CO)CO (configuration not stated) | 12% | -11% | -22% | 10% | 14% | 10% | 7% | -10%
COc1ccc(C(=O)Nc2nnc(-c3ccc(F)cc3)s2)c(OC)c1 | 3% | 10% | -7% | -18% | -2% | -1% | 14% | -3%
COc1ccc2c(N)c(C(=O)NN)[nH]c2c1 | 3% | i | 1% | -5% | 9% | -3% | 23% | -8%
COc1ccc(NC(=O)c2ccc3c(=O)n(-c4ccc(OC)cc4OC)c(=S)[nH]c3c2)cc1 | -4% | -41%[inhibitor] | -8% | -2%[9.22 µM] | 11% | -3% | 17% | 2%
O=C(NNC(=O)c1cccc(S(=O)(=O)N2CCc3ccccc32)c1)c1ccccc1 | -2% | -13% | -3% | 0% | 11% | 5% | 21% | 0%
O=c1[nH]c(-c2ccccc2)nn1-c1ccc(Br)cc1Br | 8% | -7% | -12% | 7% | 12% | 7% | -10% | 0%
CCOC(=O)C1=C(O)/C(=C/c2ccc(OCC(=O)O)c(OCC)c2)SC1=Nc1ccc(OC)cc1 | ? | -4% | -22% | -2% | -6% | 8% | 9% | -6%
CC(C1=C(CCN(C)C)Cc2ccccc21)c1ccccn1 (configuration not stated) | 8% | -1% | 8% | 24% | -10% | -1% | . | -7%
CCC(C)C(NC(=O)c1ccccc1NC(=O)c1ccco1)C(=O)NNC(=O)c1ccc(OC)cc1 (configuration not stated) | -13% | i | -17% | 2% | -12% | -8% | 31% | -5%
O=C(Nc1cc(C(=O)N2CCN(c3ccccc3)CC2)ccc1Cl)c1cccs1 | 0% | -22% | -21% | 13µM* | 4% | -3% | . | -7%
CCCN1C(=O)c2cc(C(=O)Nc3ccccc3OC)ccc2C1Nc1ccccc1OC (configuration not stated) | -12% | -41%[inhibitor] | -14% | 0% | 6% | 9% | 37% | -4%
CC1CN(c2nc3ccccn3c(=O)c2/C=C(\C#N)C(=O)N2CCOCC2)CC(C)O1 (configuration not stated) | -1% | i | 7% | -18% | 3% | 6% | 6% | -1%
COc1cc(NC(=O)C2=CC(c3cccs3)=NS(=O)(=O)N2C)cc(OC)c1OC | -3% | i | -16% | 5% | -1% | 13% | -15% | 0%
CC(=O)Nc1ccc(C(=O)OCC(=O)N(C)C2CCCCC2)cc1 | 7% | i | 3% | 23% | -2% | -1% | -4% | 14%
CCOC(=O)c1ccc2c(c1)nc(SC(C)C(=O)NCC1CCCO1)n2CC (configuration not stated) | -10% | -9% | -4% | 6% | 4% | 6% | -8% | -5%
CN1CCN(CCCNC(=O)c2ccc(/C=C3/Sc4ccccc4N(Cc4cccc(Cl)c4)C3=O)cc2)CC1 | ? | -9% | -7% | ? | -2% | -1% | 35% | -10%
CCc1cccc(NC(=O)COC(=O)/C=C/c2cccs2)c1 | 4% | i | -15% | ? | 112µM* | -2% | 17% | -13%

# Copied from the list:
# Under EPAC2 antagonist, COc1ccc(C(=O)Nc2nnc(-c3ccc(F)cc3)s2)c(OC)c1 shows 3%
# Under TDP43 rescue, COc1ccc2c(N)c(C(=O)NN)[nH]c2c1 shows -5%
# Under EPAC1 antagonist, Nc1nnc(-c2cccnc2)s1 shows 13%

# Next part:
SMILES | EPAC2 antagonist | PTHR1 agonist | EPAC1 antagonist | TDP43 rescue | EPAC1 ag | EPAC2 ag | FUS yeast rescue | aSyn yeast inh
C#CCOCCOCCOCCNc1nc(N2CCN(C(=O)[C@H]([C@@H](C)CC)n3cc(CCCN=C(N)N)nn3)CC2)nc(N2CCN(C(=O)[C@H](CCCCN)n3cc(CCCC)nn3)CC2)n1 | 3% | 0% | -19% | -13% | -18% | -1% | 23% | -3%
CC(NC(=O)c1ccccc1)c1ccc(Br)cc1 (configuration not stated) | 3% | i | -13% | 22% | -14% | 1% | -13% | -9%
COc1ccc2sc(N3C(=O)CC(Cc4cccc(C)c4)C3=O)nc2c1 (configuration not stated) | -5% | i | -1% | -4% | 22% | 18% | 5% | -4%
O=C(CC12CC3CC(CC(C3)C1)C2)N/N=C\c1ccc[nH]1 | ? | i | 5% | 24% | -2% | ? | 12% | 10%
O=C(c1cccc(N2C(=O)C3CC=CCC3C2=O)c1)N1CCCCCC1 (configuration not stated) | -4% | -3%[57.5 µM] | 4% | -23% | 6% | 3% | 26% | -3%
O=C1C=C(C2OC(CO)C(O)C2O)C(=O)N1 (configuration not stated) | -1% | -22% | 5% | 13% | -12% | 3% | -15% | -1%
Cc1ccsc1C(=O)OC1CCOC1=O (configuration not stated) | 13% | 3%[57.5 µM] | 10% | 9% | 2% | -3% | -7% | 1%
COc1ccccc1NC(=O)Cn1c(=O)n(-c2ccccc2)c(=O)c2oc3ccccc3c21 | 4% | i | -2% | -4% | -2% | 2% | . | 13%
O=C1CSC(=S)N1c1cccc(Cl)c1 | 2% | ? | 26% | ? | 3% | 6% | -9% | 5%
O=C(Nc1ccc(Cn2cccn2)cc1)c1ccc(COc2cccc(Br)c2)cc1 | 2% | -47%[inhibitor][57.5 µM] | -3% | 6% | 10% | -4% | 15% | 6%
CC1(C(=O)O)Oc2cccnc2NC1=O (configuration not stated) | 10% | i | 11% | -3% | 5% | 8% | -15% | 3%
CCOc1cc(N2CCOCC2)c(OCC)cc1NC(=O)CSc1ccccc1C(=O)O | 5% | -17% | -32% | -1% | 2% | 5% | 28% | 2%
CCCn1c(C2CCCN2c2nc(-c3cccc(Br)c3)cs2)nc2cc(Cl)c(Cl)cc21 (configuration not stated) | 20% | 9% | -7% | ? | 1% | 21% | 16% | 1%
COc1cc2c(cc1OC)C(C)N(C(=O)c1cc3ccccc3o1)CC2 (configuration not stated) | -4% | ? | -17% | ? | 7% | -4% | 29% | 29%
COC(=O)c1ccc2[nH]c([C@H](C)O)c([C@H](C)O)c2c1 | 11% | i | -8% | -3% | -2% | 8% | 41% | -1%
COC(=O)N1[C@H](Cc2ccccc2)C=C[C@]1(C)C(=O)O | 8% | -14% | 11% | 10% | 3% | 2% | 2% | -5%
Cc1cc(SCCOc2ccccc2)nc(N)n1 | 4% | i | 16% | ? | 1% | 6% | -3% | 0%
COc1ccc(-c2cc3c(c4c2ccn4C)C2CCC3C2)cn1 (configuration not stated) | -5% | i | -18% | 20µM* | 11% | 14% | 38% | -15%
COc1ccc(C(=O)O)cc1S(=O)(=O)NC1CCN(Cc2ccccc2)CC1 | -4% | i | -18% | -17% | 1% | 9% | 3% | -1%
CCOC(=O)Cn1c(=O)n(-c2cccc(Cl)c2)c2nc(-c3ccccc3Cl)nc(C(N)=O)c21 | . | i | . | 1% | . | . | ? | 12%

# Further records:
SMILES | EPAC2 antagonist | PTHR1 agonist | EPAC1 antagonist | TDP43 rescue | EPAC1 ag | EPAC2 ag | FUS yeast rescue | aSyn yeast inh
COC(=O)c1ccc(C(C(=O)NCc2ccccc2)N(Cc2ccco2)C(=O)c2cnccn2)cc1 (configuration not stated) | 9% | -15%[57.5 µM] | 3% | -10% | 6% | 7% | 13% | 2%
NC(=O)C1CC(=O)N(c2ccc(OCc3ccc(Cl)c(Cl)c3)cc2)C1 (configuration not stated) | 0% | -15% | 4% | 0% | 2% | -1% | 12% | -2%
O=C1CC(N2CCN(CCc3ccccn3)CC2)C(=O)N1c1ccc(Cl)cc1 (configuration not stated) | 7% | i | 3% | 0% | 4% | 6% | 5% | -8%
O=C(N/N=C/c1cc(Br)c(Br)s1)c1ccncc1 | 2% | i | 1% | 16% | -5% | 3% | 7% | -2%
COc1ccc(OCCSc2ncccn2)cc1 | 3% | -36%[inhibitor][57.5 µM] | -1% | 9% | 12% | 12% | 20% | -5%
COc1ccccc1NC(=O)Nc1nc(CC(=O)Nc2ccc(OC)c(OC)c2)cs1 | -1% | i | -12% | -5% | 1% | -8% | 13% | -10%
Cc1ccc(NC(=O)COC(=O)Cc2csc(-c3ccc(Cl)cc3)n2)cc1C | -7% | i | -12% | ? | -2% | 1% | . | -6%
CC1CC(=O)Nc2ccccc2N1C(=O)Nc1ccc(F)cc1F (configuration not stated) | 2% | i | 1% | 7% | 2% | 6% | 4% | 3%
CCC(C)NC(=O)CCNS(=O)(=O)c1ccc(Br)cc1 (configuration not stated) | 0% | -23%[57.5 µM] | 1% | -7% | 5% | 8% | 13% | -1%
C=CCn1c(SCC(=O)N2CCCC2)nc2cc(C(=O)NCC3CCCO3)ccc2c1=O (configuration not stated) | -19% | -38%[inhibitor][57.5 µM] | -6% | -7% | 4% | 4% | 11% | 2%
Brc1ccc2nc(N3CCCC3)sc2c1 | -21% | -31%[inhibitor] | -13% | ? | 2% | 0% | -1% | 11%
COCCNC(=O)/C(C#N)=C\c1ccc(CNS(=O)(=O)c2ccccc2)o1 | -2% | i | -13% | 0% | 3% | 13% | 12% | -2%
CC(C)OCCCNc1ncnc2c1nc1n2CCCC1 | -12% | -10% | -6% | 11% | -2% | -4% | 11% | -1%
CCCOc1ccc(/C=C/C(=O)NC2CCCCC2)cc1OC | -2% | i | -8% | 7% | 4% | -5% | -4% | 1%
COc1cc(Cn2c3ccc(NC(=O)CCc4cccnc4)cc3c(=O)n2C)ccc1F | -5% | i | -6% | 4% | 1% | 8% | -9% | -10%
COC(=O)[C@H]1C[C@@]2(O)CN(S(=O)(=O)c3ccc(C)cc3)C[C@@]2(OC(=O)NCc2ccc(OC)c(OC)c2)C[C@H]1C(=O)OC | -5% | -22% | -12% | 24% | 14% | 6% | 20% | 2%
O=C(c1cccc(S(=O)(=O)NCc2ccccc2)c1)N1CCCCC1 | 10% | i | 5% | 16% | -2% | 12% | 3% | 3%

# Just aSyn yeast inh and TDP43 rescue, for some of the entries so far:
SMILES	aSyn yeast inh	TDP43 rescue
COc1ccc(OCCSc2ncccn2)cc1	-5%	9%
Nc1nnc(-c2cccnc2)s1	7%	0%
